SMN2 splice enh: qHTS Assay for Enhancers of SMN2 Splice Variant Expression; HEK293 SMN2-luciferase splicing reporter, luminescence, 30-36 h; 2.8% of 210,000 active; Potency, µM (doses to about 46.1 µM), inactives show at the highest dose activity change, positive = activation, usual class: activators; also: % of control where 0% means no effect; nearly all actives have a fitted effect of over 55% in size
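qHTS luciferase splicing reporter: luminescence rises when SMN2 exon 7 is included in transfected HEK293 cells. Compound exposure lasted 30-36 h at 37C, with 4.5 mM final sodium butyrate as control, followed by a ONE-Glo read.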
TRb-SRC2 inh: qHTS for Inhibitors of the Interaction of Thyroid Hormone Receptor and Steroid Receptor Coregulator 2. Potency, µM (titrated, usually from 106 µM), for the others: top-dose activity change, negative = inhibition, most hits filed as inhibitors. Thyroid hormone receptor beta (Homo sapiens), P10828. 0.065% of 280,000 active. AID 1469, 2008. TRbeta-SRC2 peptide binding, fluorescence polarization; receptor liganded with 1 µM T3;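 also: plate controls were bound peptide for no effect and peptide without receptor for full effect; nearly all actives have a fitted effect of over 50% in size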
Target sequence (P10828 whole entry, looked up): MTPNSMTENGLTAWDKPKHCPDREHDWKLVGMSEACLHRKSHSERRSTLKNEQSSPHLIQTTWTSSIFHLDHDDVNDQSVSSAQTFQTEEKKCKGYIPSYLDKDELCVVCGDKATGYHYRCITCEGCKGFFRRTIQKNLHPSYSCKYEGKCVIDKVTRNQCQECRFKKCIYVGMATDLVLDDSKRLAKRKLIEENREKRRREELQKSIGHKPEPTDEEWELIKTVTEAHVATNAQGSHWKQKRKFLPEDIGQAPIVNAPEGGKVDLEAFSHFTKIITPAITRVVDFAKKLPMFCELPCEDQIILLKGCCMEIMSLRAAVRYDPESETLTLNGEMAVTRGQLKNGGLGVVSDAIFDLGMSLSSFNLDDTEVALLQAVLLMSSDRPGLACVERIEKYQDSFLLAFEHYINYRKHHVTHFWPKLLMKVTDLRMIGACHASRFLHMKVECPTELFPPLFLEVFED
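A fluorescence polarization screen tested compounds at multiple concentrations against complex formation between 0.6 uM TRb ligand-binding domain and 20 nM Texas Red SRC2 peptide, with 1 uM T3 present; readout after 5 hr.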
TR SRC2 fluor cs: Total Fluorescence Counterscreen for Inhibitors of the Interaction of Thyroid Hormone Receptor and Steroid Receptor Coregulator 2; TRb/SRC2 Texas Red total fluorescence interference; Potency, µM (series often up to 106 µM), for inactives: top-dose fluorescence change, negative = quenching; 0.29% of 280,000 active; AID 1479, 2009; active = well fitted curve in either direction with a large enough effect; inconclusive = small, poorly fitted or top-dose-only effect; also: % is scaled to controls: 0 for no effect and ±100 for the full control effect
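Flags fluorescent or light-absorbing compounds by total fluorescence, S + 2P, at 555 nm excitation and 632 nm emission. Mixture: 20 nM Texas Red SRC2 peptide, 0.6 uM human TRb LBD, 1 uM T3, 5% DMSO; compound exposure 5 h at ambient temperature.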
An asterisk follows results filed as active; ? = inconclusive; [ ] = another dose, or the depositor's remark. Unless noted, calls follow the shape of the dose curve; as a rule, active = well fitted curve in the direction sought with a large enough effect; inconclusive = small, poorly fitted or top-dose-only effect, or another doubt; inactive = no such curve, though single readings can be large; an effect the other way counts as inactive or inconclusive. Potency is read from the fitted curve at half-maximal effect. This is a subset, so the mix of outcomes need not match the whole.

The opening 4 compounds as a preview:
SMILES | SMN2 splice enh | TRb-SRC2 inh | TR SRC2 fluor cs
CCOC(=O)c1ccc(NC(=O)CCc2c(C)nc3c(c(C)nn3C)c2C)cc1 | 1% | 1% | 0%
O=c1oc2ccc3ccccc3c2cc1-c1nnc(Nc2ccc(F)cc2)s1 | 1% | -8% | -33%
CCc1nc(Nc2ccc(F)c(Cl)c2)c2c3c(sc2n1)CCCC3 | -18% | 11% | -2%
COc1cc(C(=O)Nc2sc3c(c2C#N)CCCC3)c(Br)c(OC)c1OC | 7% | 3% | -5%

The list itself, from the first entry:
SMILES | SMN2 splice enh | TRb-SRC2 inh | TR SRC2 fluor cs
CCOC(=O)c1ccc(NC(=O)CCc2c(C)nc3c(c(C)nn3C)c2C)cc1 | 1% | 1% | 0%
O=c1oc2ccc3ccccc3c2cc1-c1nnc(Nc2ccc(F)cc2)s1 | 1% | -8% | -33%
CCc1nc(Nc2ccc(F)c(Cl)c2)c2c3c(sc2n1)CCCC3 | -18% | 11% | -2%
COc1cc(C(=O)Nc2sc3c(c2C#N)CCCC3)c(Br)c(OC)c1OC | 7% | 3% | -5%
COc1ccc(-c2cc(-c3ccccc3)nc(SCC(=O)CC(=O)OC(C)C)c2C#N)cc1 | -10% | -4% | 1%
CCN1CCN(CCCNC(=O)c2cc3c(=O)n(CC)c4ccccc4c3s2)CC1 | -72%[inhibitor] | -11% | -5%
CC(Sc1oc(-c2ccco2)nc1S(=O)(=O)c1ccc(Br)cc1)c1ccccc1 (stereo unspecified) | -6% | 1% | 1%
CCOc1ccc(NC(=O)Cn2cc(C(=O)c3ccc(CC)cc3)c(=O)c3cc4c(cc32)OCO4)cc1 | -6% | 3% | -2%
CCOC(=O)c1c(-c2ccccc2)csc1NC(=O)c1cc(=O)c2ccc(C)cc2o1 | 6% | -2% | 2%
Cc1ccc(CNC(=O)CCc2c(C)nc3c(-c4ccc(F)cc4)c(C)nn3c2C)cc1 | 3% | -2% | -8%
CN(C)c1ccc(CNC(=O)CN(C)S(=O)(=O)c2ccc3c(c2)c(=O)n(C)c(=O)n3C)cc1 | 13% | 5% | -1%
Cc1ccc(-n2c(-c3cccc(C)c3)nc3c(cnn3-c3ccccc3)c2=O)cc1 | -4% | 0% | 5%
CCCCOC(=O)c1cccc(NC(=O)/C=C/c2ccccc2Cl)c1 | 1.4µM* | -8% | -15%
O=C(O)COc1ccccc1C1Nc2ccccc2-c2nnc(SCc3ccc(Cl)cc3)nc2O1 (stereo unspecified) | -5% | 1% | -2%
CCn1c(=O)n(-c2ccc(F)cc2)c(=O)c2sc3ccccc3c21 | -15% | -3% | 0%
COc1ccccc1NC(=O)CSc1nc(O)c(C/C=C/c2ccccc2)c(=O)[nH]1 | 8% | 4% | -1%
COc1ccc2c(c1)c(CC(=O)Nc1cccc(F)c1C)c(C)n2C(=O)c1ccc(Cl)cc1 | 4% | -7% | 6%
CCc1ccc(C(=O)c2cn(CC(=O)Nc3cccc(OC)c3)c3cc4c(cc3c2=O)OCO4)cc1 | -8% | -2% | 1%
COc1cccc(NC(=O)Cn2c(=O)n(Cc3ccc(C(=O)NCc4ccc5c(c4)OCO5)cc3)c(=O)c3ccccc32)c1 | -5% | -4% | 5%
COc1ccc(S(=O)(=O)c2cc3cc(C(C)(C)C)cc(O)c3oc2=O)cc1 | -47%[inhibitor] | 6% | ?
Cc1ccc(-c2nc3ccc(Cl)cn3c2Nc2ccccc2C)s1 | 28% | 0% | -1%
Cc1cccc(N2CCN(Cc3nnc(-c4ccc5c(c4)OCO5)o3)CC2)c1C | -1% | 3% | -1%
CCOc1ccc(OCC)c(NS(=O)(=O)c2cc(Br)cc3c2N(C(C)=O)C(C)C3)c1 (stereo unspecified) | -14% | 1% | -2%
CC(=O)Nc1ccc(NC(=O)CC2Sc3ccccc3NC2=O)cc1 (stereo unspecified) | -6% | 2% | 0%
Cc1ccc(Nc2ncnc3sc4c(c23)CCC(C)C4)cc1C (stereo unspecified) | 8% | 6% | -1%
SMILES | SMN2 splice enh | TRb-SRC2 inh | TR SRC2 fluor cs
CCCOc1ccc(C(=O)Nc2cccc(-c3nc4ccccc4[nH]3)c2)cc1 | ? | 10% | 1%
Cc1ccc(S(=O)(=O)c2nnn3c2nc(N2CCN(c4ccccc4F)CC2)c2cc(Cl)ccc23)cc1C | -4% | -1% | -15%
Cc1cccc(Cn2nnc3c(=O)[nH]c(C4CCCN(C(=O)c5ccc(C(C)(C)C)cc5)C4)nc32)c1 (stereo unspecified) | -17% | -3% | 6%
CCn1cc(C(=O)NCCCOC(C)C)c(=O)c2cc(S(=O)(=O)N3CCOCC3)ccc21 | ? | 2% | -1%
COc1cc(-c2nc(-c3ccccc3)c(-c3ccc(Br)cc3)[nH]2)cc(OC)c1O | 8% | 8% | -2%
O=C(CN1C(=O)COc2ccc(S(=O)(=O)N3CCCCCC3)cc21)N1CCN(c2cccc(Cl)c2)CC1 | -8% | -9% | -2%
CCCOc1cccc(NC(=O)c2c(-c3ccccc3Cl)noc2C)c1 | -27% | 7% | -19%
CCOC(=O)Cc1ccc(NC(=O)Nc2c[nH]c(=O)[nH]c2=O)cc1 | -4% | 5% | -1%
COc1ccc(-c2nc3nc(C)cc(Nc4ccc(C(C)=O)cc4)n3n2)cc1 | -2% | -2% | -1%
O=C(CSc1nc(-c2ccccc2)nc2c1CCCC2)c1ccc(Cl)cc1 | 1% | -6% | 1%
Cc1ccc(Cn2c(=O)n(CCCCC(=O)NCc3ccccc3Cl)c(=O)c3ccccc32)cc1 | 13% | 3% | -5%
Cc1ccc(-c2nc3ncccc3o2)cc1NC(=O)c1ccc(-c2ccc(Cl)cc2)o1 | -9% | -1% | -2%
Clc1cccc(N2CCN(c3ncnc4c3nc3n4CCCCC3)CC2)c1 | -24% | -1% | -3%
Cc1ccc(-c2c3c(=O)n(C)c(=O)n(C)c3c3c(-c4cccc(C)c4)nc4ccccc4n23)cc1 | -3% | 0% | -2%
O=C(NCCSc1c(-c2ccc(Cl)cc2)[nH]c2ccccc12)c1ccc(S(=O)(=O)N2CCOCC2)cc1 | -23% | 1% | -2%
Cc1ccc(-c2nc3n(n2)C(=O)CC(c2ccc(Cl)cc2)S3)cc1 (stereo unspecified) | 6% | -3% | 0%
Cc1c2cnn(CC(=O)N3CCN(c4ccc(F)cc4)CC3)c(=O)c2c(C)n1Cc1ccccc1F | -2% | -10% | -1%
CCC(C)c1ccc(OCC(=O)Nc2cccc(-c3nc4ncccc4o3)c2)cc1 (stereo unspecified) | 3% | 1% | 0%
COc1ccc(-n2c(=O)c3c4c(sc3n(Cc3cc(=O)n5c(C)cccc5n3)c2=O)CCC4)c(OC)c1 | -8% | -1% | 9%
Cc1ccc(S(=O)(=O)Nc2cc3c(cc2N2CCOCC2)n(C)c(=O)n3C)cc1 | 18% | -4% | -1%
Cc1ccc(Cl)cc1N1CCN(CCNC(=O)Nc2ccc(Cl)cc2)CC1 | -7% | -8% | -1%
Cc1cc(C)cc(NC(=O)CSc2oc(-c3cccs3)nc2S(=O)(=O)c2ccccc2)c1 | 29% | 3% | -2%
COc1ccc(-c2nc(S(=O)(=O)c3ccccc3)c(N3CCCCC3)o2)cc1 | 1% | 5% | -4%
CCOc1ccc(-c2cc3c(=O)n(Cc4nc(-c5ccc(OC)cc5OC)oc4C)ccn3n2)cc1Cl | 15% | -6% | 5%
CCOc1ccc(C(=O)c2c(N)c(-c3nc(-c4ccc(OCC)cc4)cs3)c3ccccn23)cc1 | 4% | 3% | -1%

Reprinted at random: 2 entries already listed.
SMILES | SMN2 splice enh | TRb-SRC2 inh | TR SRC2 fluor cs
CCn1cc(C(=O)NCCCOC(C)C)c(=O)c2cc(S(=O)(=O)N3CCOCC3)ccc21 | ? | 2% | -1%
CCc1nc(Nc2ccc(F)c(Cl)c2)c2c3c(sc2n1)CCCC3 | -18% | 11% | -2%

(listing goes on)
SMILES | SMN2 splice enh | TRb-SRC2 inh | TR SRC2 fluor cs
Cc1cc(C)cc(NC(=O)CCc2c(C)nc3c(c2C)c(=O)n(C)c(=O)n3C)c1 | -18% | -6% | 2%
COc1ccc(NC(=O)CSc2nc3ncccc3[nH]2)c(OC)c1 | -24% | -1% | 8%
COc1cccc(-n2c(-c3ccco3)nc3c(cnn3-c3ccc(Cl)cc3)c2=O)c1 | -43%[inhibitor] | 3% | 1%
COCCCNC(=O)c1sc2nc(C)c(C(=O)Nc3ccc(Cl)cc3)c(-c3ccc(Br)cc3)c2c1N | -5% | -1% | -1%
Cc1cc(C)c2c(=O)c3c(oc2c1)C(=O)N(Cc1ccco1)C3c1ccccc1F (stereo unspecified) | -2% | -1% | 1%
O=C(Cn1cc(C(=O)C2CC2)c2ccccc21)Nc1ccc(Br)cc1 | -6% | -8% | 1%
O=C(CCn1c(=O)c2ccccc2n(Cc2cccc(F)c2)c1=O)NCc1ccc2c(c1)OCO2 | -1% | -1% | 5%
CCC(=O)N1CCc2cc(Br)cc(S(=O)(=O)CCC(=O)N(C)c3cccc(C)c3)c21 | -1% | -12% | -3%
O=C(c1ccco1)c1cn(CCOc2ccc(F)cc2)c2ccccc12 | -20% | 8% | 3%
Cc1onc(-c2c(F)cccc2Cl)c1C(=O)Nc1ccc(OC(C)C)cc1 | 19% | 7% | -4%
Cc1cccc(NC(=O)Cn2nc(-c3ccc(Cl)cc3)c3ccccc3c2=O)c1 | 5% | 5% | 0%
CCOc1ccc(-n2c(SCC(=O)Nc3ccccc3OC)nc3c(oc4ccccc43)c2=O)cc1 | -3% | 1% | -1%
CCc1ccc(NC(=O)Cn2c(=O)n(CCCCC(=O)NCc3ccc4c(c3)OCO4)c(=O)c3ccccc32)cc1 | 13% | 3% | 1%
COc1ccccc1NC(=O)c1oc2ccccc2c1NC(=O)COc1ccccc1OC | 8% | -6% | 1%
COc1ccc(S(=O)(=O)c2c(O)c(C)cc(NS(=O)(=O)c3ccc(Cl)cc3)c2C(C)C)cc1 | -9% | 5% | -13%
Cc1ccc(-n2nc(C(=O)Nc3cccc(C#N)c3)c3c4ccccc4n(C)c3c2=O)cc1 | 16% | 1% | 1%
Cc1ccc(CNC(=O)Cn2c(=O)n(-c3cccc(Cl)c3)c(=O)c3sc4ccccc4c32)cc1 | -3% | -8% | 1%
CCc1ccc(-n2c(=O)c3c(C)c(C)sc3n(CC(=O)NCc3ccc(C)cc3)c2=O)cc1 | 23% | 11% | 11%
CCc1ccccc1Nc1cc(C(=O)NC(C)c2ccccc2)c2ccccc2n1 (stereo unspecified) | -16% | 2% | 1%
Cc1ccc(Oc2c(C(F)(F)F)oc3c(CN4CCCCC4C)c(O)ccc3c2=O)cc1 (stereo unspecified) | -18% | 6% | 0%
COc1ccc(CNC(=O)Cc2c(C)c3cc4c(C)coc4c(C)c3oc2=O)cc1 | 7% | 3% | -3%
Fc1ccccc1-c1nc(N2CCN(c3cccc(Cl)c3)CC2)c2ccccc2n1 | -12% | 1% | -41%
CC(C)OCCCNC(=O)CCCn1c(SCC(N)=O)nc2c(sc3ccccc32)c1=O | 12% | 6% | -2%
COc1ccc(C2=NN(S(C)(=O)=O)C(c3cn(-c4ccccc4)nc3-c3cccs3)C2)cc1 (stereo unspecified) | 20% | 4% | -2%
CCOC(=O)c1ccc(NC(=O)CC2Nc3cc(C)c(C)cc3NC2=O)cc1 (stereo unspecified) | -12% | 12% | -2%
SMILES | SMN2 splice enh | TRb-SRC2 inh | TR SRC2 fluor cs
Cc1ccc(C)c(NC(=O)CCc2nc3cccnc3n2Cc2cccs2)c1 | -9% | -6% | 2%
Cc1nc2nncn2c(Nc2ccccc2)c1C | -26% | -4% | 0%
CC1(C)O[C@H]2[C@@H](O1)[C@@H](C(=O)Nc1ccccc1C(F)(F)F)O[C@@H]1OC(C)(C)O[C@@H]12 | 12% | 2% | -2%
Cc1ccccc1-c1nc(CS(=O)(=O)CC(=O)NCCCc2ccccc2)c(C)o1 | -12% | -9% | -1%
CCc1nn2c(-c3ccccc3OC)ccnc2c1-c1ccccc1 | -26% | 6% | -1%
Cc1cccc(C(=O)Nc2sc3c(c2C(=O)NC(C)C)CCCC3)c1 | -1% | -3% | -20%
CCc1c(C)c2cc3c(c(C)c2oc1=O)OCN(CCc1ccc(OC)c(OC)c1)C3 | -8% | 6% | 6%
CCCCSCCCNC(=O)c1cn(C)c2ccc(S(=O)(=O)N3CCCCCC3)cc2c1=O | 9% | 4% | 0%
Cc1ccc(C)c(Nc2cc(C(=O)NC3CCCCC3)c3ccccc3n2)c1 | 5% | -2% | 0%
CC(NCc1ccc2c(c1)n(C)c(=O)n2C)c1ccccc1 (stereo unspecified) | -7% | -5% | 0%
CCc1ccc(S(=O)(=O)Nc2ccc3oc(C)c(C(=O)OCCOC)c3c2)cc1 | -13% | 5% | -2%

Bioassay records deposited in PubChem by National Center for Advancing Translational Sciences (NCATS).
